Compound activity (PubChem BioAssay)
Bcl-2 Bim block = human Bim-Bcl-2 interaction inhibition | P10415 | 190,000 tested, 0.06% active | inhibition, % at 10 µM | Bead-based flow cytometry, Bim peptide-Bcl-2 binding; in the data active = inhibition above about 40%; inconclusive = no clear call, values can overlap the other calls;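 note: 0% = no compound wells with probe peptide and 100% = reference peptide inhibitor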
Target sequence (P10415 whole entry, looked up): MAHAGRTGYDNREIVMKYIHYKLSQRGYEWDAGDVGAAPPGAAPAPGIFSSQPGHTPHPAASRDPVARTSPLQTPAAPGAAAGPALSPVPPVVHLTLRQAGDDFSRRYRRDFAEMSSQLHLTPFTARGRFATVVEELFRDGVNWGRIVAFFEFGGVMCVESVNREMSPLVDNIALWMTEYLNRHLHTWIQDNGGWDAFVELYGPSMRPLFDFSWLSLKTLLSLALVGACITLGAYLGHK
RGS8-Gao reg = modulates binding of RGS8 to human Galphao. P09471. multiplexed bead flow cytometry; actives lie on both sides. response (percent of control binding), % at 10 µM. 220,000 tested, 0.34% active. AID 1423; in the data active = response below about 60% or above about 140%; inactive = in between;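 note: Galphao activated as the GDP aluminium fluoride complex binding bead-coupled RGS8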
Target sequence (P09471 whole entry, looked up): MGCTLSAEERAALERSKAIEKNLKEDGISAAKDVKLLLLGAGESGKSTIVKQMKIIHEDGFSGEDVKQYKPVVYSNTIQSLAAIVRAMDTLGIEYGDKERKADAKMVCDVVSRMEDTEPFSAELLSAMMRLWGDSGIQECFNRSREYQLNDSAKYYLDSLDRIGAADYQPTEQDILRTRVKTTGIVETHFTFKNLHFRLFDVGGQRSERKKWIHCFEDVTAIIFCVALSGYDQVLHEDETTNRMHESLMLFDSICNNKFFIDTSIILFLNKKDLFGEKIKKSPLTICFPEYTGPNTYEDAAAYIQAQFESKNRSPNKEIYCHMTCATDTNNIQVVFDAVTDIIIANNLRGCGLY
RGS4-Gao reg = human RGS4-Galphao interaction regulation; Multiplexed bead flow cytometry, RGS4-Galphao binding; actives lie on both sides; binding response (% of control), % at 10 µM; AID 1415; 220,000 tested, 0.33% active; in the data active = binding response below about 49% or above about 150%; inactive = in between;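 note: fluorescent Galphao activated with aluminum fluoride binding bead-coupled RGS4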
RGS7-Gao reg = human RGS7-Galphao interaction regulation. P09471. 220,000 tested, 0.35% active. Multiplexed bead flow cytometry, RGS7-Galphao binding; actives lie on both sides. binding response (% of control), % at 10 µM; in the data active = binding response below about 49% or above about 150%; inconclusive = no clear call, values can overlap the other calls; inactive = in between;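 note: fluorescent Galphao held in activated GDP-AlF4 state binding bead-coupled RGS7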
Bim-Mcl-1 = human Bim-Mcl-1 interaction inhibition; Bead-based flow cytometry, Bim peptide-Mcl-1 binding; inhibition, % at 10 µM; 190,000 tested, 0.1% active;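 note: 0% = no compound tracer wells and 100% = peptide blocker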
Bim-Bfl-1 = disrupts Bim binding to human Bfl-1. Q16548. Bead-based flow cytometry, Bim-Bfl-1 binding inhibition. inhibition, % at 10 µM. 190,000 tested, 0.12% active. AID 1008;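 note: 0% = wells without compound plus tracer and 100% = blocker peptide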
Mcl1 Bid PPI = Mcl-1/Bid interaction inhibition; inhibition, % at 21.7 µM; 220,000 tested, 0.97% active; TR-FRET Mcl-1/Bid-Dy647 peptide binding, 1536-well; Q07820;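 active = compounds that cut the binding signal by more than half at the single screening dose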;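 note: His-tagged Mcl-1 with europium anti-His antibody binding Bid BH3 peptide; 0% = Mcl-1 plus peptide wells and 100% = peptide-only wells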
GSH fluor = GSH bead compound fluorescence profile; GSH beads flow cytometry, compound fluorescence 488/530 nm; hits give high values; fluorescence (KMESF) at 10 µM; 190,000 tested, 0.25% active; in the data active = fluorescence above about 89;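 note: glutathione beads carrying GST-tagged Bcl family fusion proteins plus one bare bead set; values are compound well signal with DMSO vehicle wells as background; inactives centre near 16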
Bim-Bcl-B = inhibitors of Bim-Bcl-B interaction, human. Q9HD36. bead-based flow cytometry, Bim peptide-Bcl-B binding. inhibition, % at 10 µM. 190,000 tested, 0.073% active. AID 951;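 note: 0% = tracer peptide without compound and 100% = reference inhibitor peptide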
Bcl-W Bim block = disrupts Bim peptide binding to human Bcl-W | inhibition, % at 10 µM | AID 952 | 190,000 tested, 0.02% active | Q92843 | bead-based flow cytometry;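 note: 0% = bound tracer without compound and 100% = peptide blocker; higher means less fluorescent Bim peptide bound to Bcl-W beads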
Target sequence (Q92843 whole entry, looked up): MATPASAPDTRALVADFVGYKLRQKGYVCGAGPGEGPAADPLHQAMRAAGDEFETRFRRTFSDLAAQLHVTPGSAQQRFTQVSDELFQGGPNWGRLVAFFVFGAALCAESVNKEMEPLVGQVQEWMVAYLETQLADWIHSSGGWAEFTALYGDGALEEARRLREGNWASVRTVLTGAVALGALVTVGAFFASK
Bim-Bcl-XL = human Bim-Bcl-XL interaction inhibition. Q07817. Bim peptide-Bcl-XL binding, bead flow cytometry, fluorescence. inhibition, % at 10 µM. 190,000 tested, 0.04% active
Target sequence (Q07817 whole entry, looked up): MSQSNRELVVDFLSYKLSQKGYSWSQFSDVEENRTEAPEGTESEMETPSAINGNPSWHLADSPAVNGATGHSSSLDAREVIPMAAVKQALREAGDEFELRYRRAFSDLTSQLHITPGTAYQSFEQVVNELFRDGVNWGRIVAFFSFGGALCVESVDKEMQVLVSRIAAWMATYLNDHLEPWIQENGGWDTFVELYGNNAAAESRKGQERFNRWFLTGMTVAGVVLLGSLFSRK
* marks the source's active call; other numbers are inactive results; ? = inconclusive; nt = no result given. Cut-off read from the data, not from the text of the source, unless noted: active = inhibition above about 40%.

SMILES | Bcl-2 Bim block | RGS8-Gao reg | RGS4-Gao reg | RGS7-Gao reg | Bim-Mcl-1 | Bim-Bfl-1 | Mcl1 Bid PPI | GSH fluor | Bim-Bcl-B | Bcl-W Bim block | Bim-Bcl-XL
O=C(Cc1ccccc1)NN1C(=O)C2C3C=CC(C4CC34)C2C1=O (configuration not stated) | -2 | 102 | 105 | 101 | -4 | -1 | -20 | 6 | -4 | 0 | -5
CN=C1SC(CC(=O)Nc2cccc(C(F)(F)F)c2)C(=O)N1C (configuration not stated) | -12 | 99 | 100 | 103 | 0 | -10 | 4 | 13 | -8 | -1 | -6
OC(COCc1cccs1)CN1CCCCCC1 (configuration not stated) | 1 | 101 | 98 | 97 | 1 | 0 | -10 | 24 | 0 | -2 | -2
CC(CC(=O)Nc1nc2ccccc2[nH]1)c1ccccc1 (configuration not stated) | -11 | 101 | 99 | 100 | 0 | -9 | 8 | 25 | -7 | 0 | -2
C#CCOCCOCCOCCNc1nc(N2CCN(C(=O)[C@H]([C@@H](C)CC)n3cc([C@@H](N)Cc4ccc(O)cc4)nn3)CC2)nc(N2CCN(C(=O)[C@H](Cc3ccc(O)cc3)n3cc([C@@H](N)CC(C)C)nn3)CC2)n1 | -5 | 118 | 127 | 125 | -2 | -4 | 11 | 18 | -3 | -1 | -4
CCCCn1nnc(NC(=O)COc2ccc(Cl)c(C)c2)n1 | -4 | 81 | 95 | 98 | 1 | 0 | 6 | 15 | 1 | 0 | 1
O=C(CN1CCC(c2nc3ccccc3[nH]2)CC1)NCc1ccc2c(c1)OCO2 | -11 | 101 | 98 | 99 | -2 | -13 | -4 | 16 | -5 | 0 | -4
Cc1ccc(NC(=O)c2ccccc2NS(=O)(=O)c2ccc(F)cc2)cc1S(=O)(=O)N1CCCCC1 | -5 | 106 | 103 | 104 | -22 | -3 | -1 | 17 | -8 | -12 | -15
Cc1ccc(S(=O)(=O)N2CCC(C(=O)Nc3nnc(-c4ccc(F)cc4)s3)CC2)cc1 | -2 | 101 | 97 | 97 | -1 | -4 | -21 | 8 | -5 | -3 | -3
C/C(CCc1ccco1)=N/NC(=O)CCC(=O)Nc1ccc(Br)cc1 | 1 | 99 | 102 | 99 | -8 | 7 | -54 | 9 | -1 | -2 | -3
CCOC(=O)C1CCN(C(=O)Cn2cc(C(=O)OC)c3ccccc32)CC1 | -2 | 101 | 99 | 100 | 0 | -3 | -27 | 14 | -2 | -5 | -3
Cc1ccccc1OC(=O)n1c(=S)oc2cc(Cl)ccc21 | -5 | 103 | 99 | 98 | -2 | -10 | 1 | 31 | -11 | -3 | -7
CCn1c(N2CCN(CC(=O)Nc3cccc(C)c3C)CC2)nc2ccccc21 | 1 | 139 | 107 | 110 | -1 | -4 | -18 | 36 | -1 | -3 | 5
CCN(CC)CCNC(=O)c1c(C)oc2cc(Br)c(OC)cc12 | -12 | 97 | 95 | 96 | -9 | -19 | -55 | 26 | -12 | -7 | -12
O=C(Nc1cc(Cl)ccn1)C1CCN(S(=O)(=O)c2cccs2)CC1 | -4 | 102 | 97 | 98 | 1 | -12 | 3 | 11 | 0 | 3 | 0
COc1cccc(C(=O)n2cnnc2N)c1OC | -8 | 103 | 103 | 98 | 2 | -9 | -28 | 53 | -7 | 0 | -19
CCN1C(=O)c2cccc3c(S(=O)(=O)NCc4cccnc4)ccc1c23 | -5 | 102 | 99 | 94 | 4 | -6 | -4 | 12 | -4 | 2 | -3
COCC(C)n1c(SCC(=O)N(C)C2CCS(=O)(=O)C2)nc2ccccc2c1=O (configuration not stated) | 0 | 94 | 91 | 102 | -5 | 0 | -12 | 63 | -2 | -3 | -1
O=C(c1ccccc1-c1ccccc1)N1CCN(c2ccccn2)CC1 | 0 | 100 | 101 | 101 | -6 | 0 | -12 | 17 | -2 | 2 | -6
Cc1cnc(C(=O)OCC(=O)NCc2ccc3c(c2)OCO3)cn1 | -2 | 104 | 93 | 92 | 0 | -11 | -39 | 17 | -5 | -1 | -2
Cc1cc(N2C(=O)C3C4c5ccccc5C(c5ccccc54)C3C2=O)no1 (configuration not stated) | -8 | 106 | 104 | 103 | -1 | -12 | -8 | 23 | -11 | 0 | -6
Cc1cccc(N2CN(Cc3ccco3)CNC2=S)c1 | -2 | 94 | 88 | 94 | -4 | -2 | -50 | 8 | -6 | -5 | -4
CN(C)CCNC(=O)c1ccc(Cl)s1 | 0 | 110 | 111 | 108 | -3 | -4 | -2 | 33 | -6 | -6 | -10
O=C(CC(NS(=O)(=O)c1ccc(Cl)cc1)c1ccco1)NCc1ccco1 (configuration not stated) | -1 | 100 | 93 | 93 | 0 | -1 | -4 | 25 | -1 | -2 | -3
CC(C)c1ccc(NC(=O)CCN2C(=O)c3ccc([N+](=O)[O-])cc3C2=O)cc1 | 0 | 94 | 99 | 96 | 0 | 1 | -9 | 41 | 0 | -2 | -10
CC(=O)Oc1cccc(N2C(=O)C3C4C=CC(C4=C(C)C)C3C2=O)c1 (configuration not stated) | -7 | 99 | 97 | 98 | 0 | -13 | -1 | 16 | 0 | 1 | -3
Cc1cc(N/N=C/c2ccc(O)c(C)c2O)nc(-c2ccccc2O)n1 | 0 | 104 | 102 | 101 | -2 | 5 | 75* | 8 | 3 | -2 | 0
NCCCC[C@H](N)c1nnc([C@H](CCC(=O)O)NC(=O)C2CCNCC2)o1 | -3 | 97 | 96 | 102 | 2 | -3 | -6 | 20 | -4 | 4 | -2
O=C(Cn1[nH]c(=O)c2ccccc2c1=O)NNC(=O)c1ccccc1 | -2 | 101 | 106 | 101 | -3 | -2 | 4 | 10 | -3 | -1 | -4
CC1CCCN(CCCNC(=O)CCn2nc(-c3ccccc3)ccc2=O)C1 (configuration not stated) | -12 | 99 | 98 | 90 | -4 | -11 | -8 | 24 | -6 | 0 | -4
CCN(CC)CCC(=O)NN | -2 | 100 | 100 | 99 | -4 | -8 | -14 | 17 | -5 | -1 | -3
CCOC(=O)Cn1nnnc1C(C(C)C)N(Cc1cc2c(C)cc(C)cc2[nH]c1=O)C1CCCC1 (configuration not stated) | -8 | 100 | 97 | 99 | 0 | -5 | -24 | 14 | -9 | -2 | -7
CC(O)c1ccc(-n2cnnn2)cc1 (configuration not stated) | -2 | 104 | 99 | 101 | -5 | -2 | -1 | 22 | -5 | -3 | -6
CCOC(=O)c1c(CN2CCOCC2)n(-c2ccccc2)c2cc(Br)c(OC)cc12 | -8 | 100 | 100 | 103 | 1 | -10 | 11 | 14 | -6 | 1 | -4
Cc1cccc(-n2c(CNC(=O)c3ccccc3)nnc2SCC(=O)Nc2nccs2)c1 | -7 | 97 | 99 | 100 | -5 | -6 | -16 | 16 | -12 | -9 | -10
CN(C)CCCOC(=O)c1ccc(Br)cc1 | -6 | 103 | 105 | 104 | -3 | -8 | -4 | 17 | -10 | 0 | -5
OC(COCc1ccccc1)CN1CCN(c2ccccc2)CC1 (configuration not stated) | -5 | 107 | 113 | 115 | 0 | -9 | 10 | 35 | -8 | -1 | -13
Cc1ccc(SCCC(=O)NCCSCc2ccccc2C)cc1 | -7 | 99 | 102 | 97 | 0 | -8 | -24 | 28 | -6 | 2 | 2
CC(=O)c1c(N2CCN(c3ccccn3)CC2)nc(=S)n(-c2ccccc2)c1C | -1 | 99 | 102 | 98 | -3 | -9 | -18 | 17 | -3 | -1 | -3
Cc1ccc(-c2csc3nnc(SCC(=O)NCc4ccco4)n23)cc1 | 0 | 102 | 103 | 101 | -4 | 0 | -17 | 13 | -6 | -3 | -3
Cc1ccccc1C(=O)NNC(=O)CSc1nnc(-c2ccncc2)n1-c1ccccc1 | -3 | 100 | 98 | 97 | 6 | -13 | -6 | 12 | -4 | 0 | 2
O=C1NC(=O)/C(=C\c2ccccc2Oc2ccc(F)c(F)c2)S1 | -8 | 99 | 98 | 97 | -2 | -17 | -2 | 38 | -10 | -1 | -5
O=c1[nH]ncc(N2CCCCCC2)c1Cl | -1 | 104 | 102 | 100 | -2 | -6 | -27 | 10 | 0 | -1 | -2
COCCNCC1C(Oc2ccc(Cl)cc2)C(=O)N1c1ccccc1C (configuration not stated) | 0 | 99 | 103 | 98 | 1 | 0 | -4 | 8 | 2 | 1 | 2
COc1ccc(NC(=S)Nc2ccccc2F)c(OC)c1 | -4 | 101 | 99 | 100 | 0 | -10 | -56 | 54 | -7 | 3 | -16

For reference, part of the list above.
SMILES | Bcl-2 Bim block | RGS8-Gao reg | RGS4-Gao reg | RGS7-Gao reg | Bim-Mcl-1 | Bim-Bfl-1 | Mcl1 Bid PPI | GSH fluor | Bim-Bcl-B | Bcl-W Bim block | Bim-Bcl-XL
CCOC(=O)Cn1nnnc1C(C(C)C)N(Cc1cc2c(C)cc(C)cc2[nH]c1=O)C1CCCC1 (configuration not stated) | -8 | 100 | 97 | 99 | 0 | -5 | -24 | 14 | -9 | -2 | -7
CC(O)c1ccc(-n2cnnn2)cc1 (configuration not stated) | -2 | 104 | 99 | 101 | -5 | -2 | -1 | 22 | -5 | -3 | -6
CCOC(=O)c1c(CN2CCOCC2)n(-c2ccccc2)c2cc(Br)c(OC)cc12 | -8 | 100 | 100 | 103 | 1 | -10 | 11 | 14 | -6 | 1 | -4
Cc1cccc(-n2c(CNC(=O)c3ccccc3)nnc2SCC(=O)Nc2nccs2)c1 | -7 | 97 | 99 | 100 | -5 | -6 | -16 | 16 | -12 | -9 | -10
CN(C)CCCOC(=O)c1ccc(Br)cc1 | -6 | 103 | 105 | 104 | -3 | -8 | -4 | 17 | -10 | 0 | -5
OC(COCc1ccccc1)CN1CCN(c2ccccc2)CC1 (configuration not stated) | -5 | 107 | 113 | 115 | 0 | -9 | 10 | 35 | -8 | -1 | -13

Later entries
SMILES | Bcl-2 Bim block | RGS8-Gao reg | RGS4-Gao reg | RGS7-Gao reg | Bim-Mcl-1 | Bim-Bfl-1 | Mcl1 Bid PPI | GSH fluor | Bim-Bcl-B | Bcl-W Bim block | Bim-Bcl-XL
Cc1ccc(Cn2ncc3c(N4CCN(C)CC4)ncnc32)cc1 | 0 | 104 | 104 | 103 | 0 | -5 | -6 | 23 | -5 | -5 | -2
COc1ccc(CCNC(=O)c2cc(C(C)C)on2)cc1OC | -7 | 102 | 104 | 100 | -4 | -8 | -2 | 14 | -8 | -8 | -10
CC(C)(C)C1CCc2c(sc3c2C(=O)NC(c2ccco2)N3)C1 (configuration not stated) | -10 | 104 | 104 | 101 | -3 | -11 | 4 | 19 | -9 | -2 | -7
CCOc1ccc2nc(SCC(=O)NCc3ccc4c(c3)OCO4)[nH]c2c1 | -7 | 102 | 101 | 103 | -1 | -10 | -1 | 28 | -7 | -1 | -6
CCCCCCCCOC(=O)CCc1c(C)[nH]c(=S)[nH]c1=O | -4 | 96 | 100 | 102 | -4 | -1 | -107 | 15 | -4 | -1 | -4
CC1(C)Cc2c(sc3c2c2ncnn2c2nnc(SCC(=O)NCc4ccco4)n32)CO1 | 3 | 96 | 90 | 85 | 4 | -2 | -17 | 4 | 0 | 8 | 1
COc1cc(NC(=O)C2CCCCN2)ccc1OCC(C)C (configuration not stated) | -5 | 103 | 99 | 102 | -2 | -4 | 16 | 32 | -7 | -4 | 4
c1ccc(CCCCNCC2COc3ccccc3O2)cc1 (configuration not stated) | -5 | 102 | 100 | ? | 0 | -5 | -13 | 15 | -5 | 0 | -4
C/C(=C\C(=O)c1ccccc1)Nc1ccc(O)cc1 | 8 | 96 | 99 | 100 | 4 | 14 | -41 | 4 | 7 | 15 | -1
CC(=O)Nc1sc(/C(C#N)=C/c2ccc(Cl)c(Cl)c2)nc1-c1ccc(C)cc1 | ? | 102 | 103 | 100 | nt | nt | 3 | 36 | nt | nt | nt
